Compound activity: PubChem, several laboratories
S1P4 antagonist: blocks the human S1P4 receptor; S1P4-expressing cells, antagonist mode, reporter read-out; inhibition, % at 4.98 µM; 220,000 compounds, 0.26% hits; in the data active means inhibition above about 29%;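 further: 0% = wells stimulated with agonist and 100% = vehicle wells without agonist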
Ba/F3 V617F tox: loss of viability in JAK2V617F-driven Ba/F3 cells. inhibition, % at 5.6 µM. AID 1446. Ba/F3 EpoR-JAK2V617F viability, ATP luminescence. 220,000 compounds, 1.1% hits;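 active means inhibition above the campaign mean plus 3 SD over all tested compounds, cut at about 24% in these data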;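 further: cytokine-independent growth of Ba/F3 cells driven by EpoR plus mutant JAK2; 0% = DMSO-treated cells and 100% = JAK inhibitor I control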
BaF3 parental: counter-screen for JAK2V617F inhibitors: parental Ba/F3 viability inhibitors; 220,000 compounds, 1.1% hits; inhibition, % at 5.6 µM; CellTiter-Glo ATP luminescence; AID 1486;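 active means inhibition above a per-campaign cutoff, the mean inhibition of all tested compounds plus 3 SD, cut at about 27% in these data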;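 further: 0% = DMSO wells and 100% = JAK Inhibitor I control wells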
NPY-Y1 antag: blocks the human neuropeptide Y Y1 receptor; P25929; HEK293-CNG Y1 cells, membrane potential fluorescence; NPY at EC95, then isoproterenol; inhibition, % at 3.6 µM; 200,000 compounds, 1% hits; AID 1040;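 active means inhibition above the campaign mean inhibition of all tested compounds plus 3 SD, cut at about 20% in these data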;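 further: 0% = DMSO wells given NPY plus isoproterenol and 100% = isoproterenol alone without NPY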
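Material: HEK293 cells with Y1 receptor plus CNG channel; times: compound incubation 1 h at room temperature, readout 45 min post-stimulation; signal: fluorescence, membrane potential probe; read-out basis: fluorescence ratio normalized to % inhibition between controls; benchmarks: full-block control isoproterenol-only wells, zero-block control NPY plus isoproterenol wells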
NPY1 pot ag: human NPY-Y1 potentiation or agonism, primary screen | P25929 | NPY-Y1 expressing cells, potentiator/agonist activation | activation, % at 3.6 µM | 220,000 compounds, 0.37% hits; in the data active means activation above about 33%, passing the limit was not always enough;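 further: cells stimulated with NPY at EC10 then isoproterenol at EC100; 0% = low agonist plus stimulus and 100% = saturating agonist plus stimulus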
CHOP inh: CHOP inhibition in unfolded protein response. AID 2732. 220,000 compounds, 3.8% hits. CHO-K1 CHOP-promoter luciferase, tunicamycin-induced, 15-18 h. inhibition, % at 10 µM;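 active means compounds that reduced the stress-induced luciferase reporter signal by more than about 70% of percent inhibition, limit read from the data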;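 further: 0% = tunicamycin plus vehicle and 100% = wells without tunicamycin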
p47phox inh: p47phox (human) inhibition; P14598; p47phox/p22phox peptide binding, fluorescence polarization, 2 h; inhibition, % at 24.7 µM; 220,000 compounds, 0.53% hits;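 active means inhibition above about 30%, limit read from the data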;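 further: 0% = p47phox with labelled peptide and 100% = labelled peptide alone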
Target sequence (P14598 whole entry, looked up): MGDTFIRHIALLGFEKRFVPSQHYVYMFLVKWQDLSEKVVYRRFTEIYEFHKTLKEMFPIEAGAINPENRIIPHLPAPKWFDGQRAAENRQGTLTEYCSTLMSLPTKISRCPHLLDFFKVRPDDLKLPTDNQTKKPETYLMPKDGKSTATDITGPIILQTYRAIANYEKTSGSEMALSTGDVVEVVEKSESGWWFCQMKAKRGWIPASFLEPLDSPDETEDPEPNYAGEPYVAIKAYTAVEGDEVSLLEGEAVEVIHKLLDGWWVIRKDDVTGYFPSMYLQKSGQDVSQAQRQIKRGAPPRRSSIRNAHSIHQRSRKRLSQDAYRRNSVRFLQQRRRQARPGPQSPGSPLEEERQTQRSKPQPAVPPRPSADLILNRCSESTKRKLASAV
S1P4 ag: human S1P4 receptor agonism; activation, % at 4.98 µM; O95977; S1P4-expressing cell line, agonist reporter assay; 220,000 compounds, 0.35% hits; in the data active means activation above about 11%;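 further: 0% = DMSO vehicle and 100% = reference agonist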
NPY-Y2 PAM-ag: human NPY-Y2 potentiation or agonism, primary screen; P49146; AID 1359; cells expressing NPY-Y2, potentiator/agonist read-out; 220,000 compounds, 0.45% hits; activation, % at 3.6 µM; in the data active means activation above about 27%;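 further: cells stimulated with NPY near EC25 plus isoproterenol at EC100; 0% = vehicle plus submaximal agonist and 100% = vehicle plus saturating agonist; some results beyond the cut were filed as inactive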
Target sequence (P49146 whole entry, looked up): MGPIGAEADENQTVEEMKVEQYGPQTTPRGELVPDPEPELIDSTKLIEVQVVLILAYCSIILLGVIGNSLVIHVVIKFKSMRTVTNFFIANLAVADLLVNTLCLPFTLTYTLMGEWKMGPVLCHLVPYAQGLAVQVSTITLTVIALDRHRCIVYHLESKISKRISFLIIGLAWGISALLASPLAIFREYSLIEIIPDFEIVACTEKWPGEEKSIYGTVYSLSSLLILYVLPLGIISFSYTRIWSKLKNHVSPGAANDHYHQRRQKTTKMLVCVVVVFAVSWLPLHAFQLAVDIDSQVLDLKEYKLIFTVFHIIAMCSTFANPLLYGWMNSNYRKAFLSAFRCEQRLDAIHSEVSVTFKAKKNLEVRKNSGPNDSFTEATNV
Starred values were filed as active, the others as inactive; . = no result given.

structure	BaF3 parental	p47phox inh	NPY1 pot ag	NPY-Y1 antag	NPY-Y2 PAM-ag	CHOP inh	S1P4 ag	S1P4 antagonist	Ba/F3 V617F tox
COc1ccc(CNC(=O)OCCN2CCN(Cc3ccccc3)CCC2=O)cc1	6	-7	7	8	2	1	1.2	-2	2
CCN1CCN(C(=S)c2ccc(OCC(=O)Nc3ccc(OC)cc3)cc2)CC1	8	.	-9	3	-24	.	-0.4	-11	1
Cc1c(C(=O)N(Cc2ccccc2)Cc2cccnc2)cnn1-c1ccc(F)cc1	-4	0	-3	.	7	0	1.2	5	5
CCCN1C(=O)/C(=C/c2ccc3c(c2)OCO3)NC1=S	-1	-10	9	-3	6	-38	2.6	7	-2
CCOc1ccccc1Nc1nc2ccccc2n1C(C)C	3	1	6	9	19	5	-1.8	4	-2
O=C(c1ccc(Br)s1)N1CCN(C/C=C/c2ccccc2)CC1	4	-14	5	-1	-2	37	-0.7	-5	-3
CN(C)CCn1c(=O)n(-c2ccc(F)cc2)c(=O)c2c3c(sc21)CCCCC3	-1	-2	-6	.	-8	17	-0.9	-2	8
COc1ccc(OCc2cc(-c3ccc(Cl)cc3)no2)cc1	0	-1	-31	2	-11	10	0.1	5	-1
COc1ccc(C2(CNC(=O)c3cc([N+](=O)[O-])cc([N+](=O)[O-])c3)CCCC2)cc1OC	3	-5	-12	6	0	18	0.4	-6	-2
CCc1ccc2c(Cl)c(C(=O)N/N=C/c3c[nH]c4ccccc34)sc2c1	2	-18	-18	0	-15	71*	3.4	6	1
Cc1cnccc1CN(C)C(=O)CC1C(=O)NCCN1CC1CCCCC1 (stereo not given)	9	2	20	0	10	7	0.9	2	2
CCc1ccc(/C=C/C(=O)c2ccc(N3CCOCC3)cc2)cc1	5	-36	-26	11	-15	7	0.5	0	-2
CCC(C(=O)Nc1nccs1)(C(F)(F)F)C(F)(F)F	2	-10	4	0	19	0	0.3	3	0
COCCOC(=O)C1=C(C)NC(=S)NC1c1cccs1 (stereo not given)	9	-13	9	-2	2	-24	1.2	-1	2
COC(CNC(=O)C1CCN(C(=O)c2cc3oc(C)cc3n2Cc2c(F)cccc2Cl)CC1)OC	5	-40	3	-2	-9	20	-0.3	-19	0

The results go on:
structure	BaF3 parental	p47phox inh	NPY1 pot ag	NPY-Y1 antag	NPY-Y2 PAM-ag	CHOP inh	S1P4 ag	S1P4 antagonist	Ba/F3 V617F tox
Cc1cc(C)cc(N(CC(=O)NC2CCC(C)CC2)S(=O)(=O)c2c(C)[nH]c(=O)[nH]c2=O)c1 (stereo not given)	1	1	4	.	-3	-11	0.4	13	-2
Cc1ccc(S(=O)(=O)N2CCN(C(=O)/C=C/c3ccco3)CC2)cc1	7	-5	3	-1	0	5	0.6	-11	0
CCOc1cnn(-c2cc(Oc3ccc(C)cc3)ncn2)c(=O)c1Cl	6	0	-4	1	-3	45	-1.4	11	-1
CCn1c(SCC(=O)c2cc(C)n(-c3ccc(C(=O)OC)cc3)c2C)nnc1-c1cccnc1	4	-6	12	7	0	.	0.5	-9	1
CN1CCN(c2nc(N3CCN(CCO)CC3)nc3ccccc23)CC1	8	-11	-24	-2	-9	14	-2.6	6	7
CCC(=O)Nc1ccc2ccccc2c1	4	-11	19	-2	-2	4	-0.1	-9	-2
CCOC(=O)CSCC(=O)Nc1nnc(-c2cccc([N+](=O)[O-])c2)s1	4	-9	-15	-5	5	21	2.5	0	-2
C/C(=N\NC(=O)c1ccc(CSc2nncn2C)cc1)c1ccc(Cl)cc1	6	-3	-6	2	3	22	-0.1	-21	0
COc1cc(NS(=O)(=O)c2ccccc2)ccc1-n1nc(C)cc1C	6	-5	9	0	-11	1	-1.2	-14	-1
Cc1sc(NC(=S)NC(=O)c2ccco2)c(C(N)=O)c1C	2	-11	-10	-2	-1	-27	0.9	4	1
O=C(c1ccccc1)c1ccc(OCC(O)CN2CCN(S(=O)(=O)N3CCCCC3)CC2)cc1 (stereo not given)	5	-9	1	-1	-3	41	-2.3	-2	-1
Cc1nn(C)c(C)c1S(=O)(=O)N1CCCC(C(=O)N2CCN(c3ccccc3)CC2)C1 (stereo not given)	11	-4	15	-1	-2	33	-2.4	10	4
COc1ccccc1OCCCCN1CCN(c2ccccc2OC)CC1	4	1	-12	7	-9	-9	-0.4	-9	15
O=C(CSc1nc2ccccc2c(=O)n1-c1ccc(F)cc1)Nc1ccc(Cl)c(S(=O)(=O)N2CCOCC2)c1	4	-53	-29	6	-11	8	3.1	16	0
O=C(NCC1CCN(S(=O)(=O)c2ccccc2)CC1)Nc1ccc(F)cc1	3	-8	9	.	8	14	0.8	3	-5

Following part.
structure	BaF3 parental	p47phox inh	NPY1 pot ag	NPY-Y1 antag	NPY-Y2 PAM-ag	CHOP inh	S1P4 ag	S1P4 antagonist	Ba/F3 V617F tox
CC(/C=C/c1ccccc1)=N\NC(=O)CNC(=O)c1ccccc1Cl	-1	-1	3	2	1	29	-0.4	-8	-5
Cc1[nH]n(-c2ccccc2)c(=O)c1C(c1cccc([N+](=O)[O-])c1)c1c(C)[nH]n(-c2ccccc2)c1=O	1	-7	-15	-2	9	25	-0.1	-3	-3
COc1ccccc1NC(=S)NN1CCN(C)CC1	4	-5	0	-6	1	17	0.7	-22	0
O=C(Nc1c(Cl)cc(Cl)cc1-c1nc2ccccc2s1)c1ccc(Br)o1	3	-7	-23	12	-14	10	-0.5	-15	-4
Cc1ccccc1N1CCN(C(=S)c2ccccc2)CC1	5	-18	-26	4	-11	7	1.4	-29	-3
COc1ccc(NC(=O)CN2CCc3ccccc3C2)cc1OC	2	-7	0	6	4	-3	1.2	5	-2
c1ccc(COc2ccccc2CNc2nn[nH]n2)cc1	-1	-8	-9	-3	-3	15	-1.5	9	-3
CCc1cc(C(c2ccc(OC)c(OC)c2)N2CCOCC2)c(NC(=O)c2ccccc2)s1 (stereo not given)	3	-34	-17	5	-7	-70	0.5	-21	-1
Clc1ccc(Oc2nc3c(Cl)cccc3s2)cc1Cl	-2	-3	-65	.	-14	30	-0.6	-4	-4
Cc1ccccc1OCc1nnc(SCc2cc(=O)[nH]c3ccccc23)n1-c1ccccc1	2	12	-3	12	0	40	1.1	-5	-6
COCC(C)n1c(C)cc(C(=O)COC(=O)c2c(C)nn(-c3ccccc3)c2C)c1C (stereo not given)	4	-9	-10	0	10	29	1.2	2	1
Nc1c2c(nc3c1CCC3)CCCC2	-5	5	-9	4	4	-1	0.9	6	6
COc1cc(C(=O)Oc2ccccc2N)cc(OC)c1OC	6	12	0	4	8	5	1.0	-30	0
O=C(CCc1nnc(CCCCc2ccccc2)o1)NC1CCCC1	4	3	6	2	-16	11	1.2	-15	-5
COc1ccc(C)cc1-n1c(C)cc(C=O)c1C	6	-6	8	3	-3	18	-1.0	6	0

Other records.
structure	BaF3 parental	p47phox inh	NPY1 pot ag	NPY-Y1 antag	NPY-Y2 PAM-ag	CHOP inh	S1P4 ag	S1P4 antagonist	Ba/F3 V617F tox
CCCCOC(=O)Sc1nc2ccccc2o1	7	3	-7	0	-10	32	1.3	-16	1
O=C(c1ccco1)N1CCN(C2CCCC2)CC1	4	-10	-9	5	-5	0	-0.8	-25	-1
N#CC1(Nc2cccc(Br)c2)C(=O)Nc2ccccc21 (stereo not given)	4	-6	21	.	11	28	-0.4	8	-7
O=C(Nc1ccccc1Cl)c1ccc(S(=O)(=O)N2CCOCC2)cc1	12	-2	2	-4	-3	36	1.4	1	5
O=C1NC(=O)/C(=C\c2ccc(Sc3ccc(Cl)cc3)o2)N1	1	-49	7	4	-5	43	1.0	-14	-4
O=S(=O)(c1ccc(Cl)cc1Cl)n1ccc2cccnc21	12	6	3	3	-2	16	-0.8	-5	6
O=C(NC1CCCCC1)N1CCc2[nH]c3ccccc3c2C1	9	-8	7	4	6	10	-0.2	-16	-2
CC(C)CCOP(=O)(c1ccccc1)c1ccccc1	6	-17	8	13	4	-3	58*	-21	2
COc1ccc(NC(=O)Nc2cc(C)ccc2OC)cc1	9	-10	-2	-5	10	6	-0.6	-17	1
COc1ccc(N=Nc2cc(C)c(O)c(CN3CCCCC3)c2)cc1	3	-15	17	.	17	1	1.1	12	0
CC(C)(C)c1ccc(-c2nnc(N)o2)cc1	-2	-10	17	.	6	6	-0.5	2	-5
Cc1ccc(C(=O)NC2CCCCC2)cc1	0	12	5	1	8	28	-0.1	-11	-6
COc1cccc(C(=O)Nc2ccc(NC(=O)c3ccco3)cn2)c1	-2	-15	2	-1	-12	-30	-0.8	11	-1
O=C(CCc1nnc(C2(c3ccc(Cl)cc3)CCC2)o1)NCCCn1cccn1	-1	5	9	4	-1	-5	-1.0	-14	-6
COCCCN1C(=O)C(O)=C(C(=O)c2ccc(C)o2)C1c1cccc(Br)c1 (stereo not given)	2	-10	32	-2	-3	34	-0.9	-8	-3

Next section; it opens with the 2 that closed the last part.
structure	BaF3 parental	p47phox inh	NPY1 pot ag	NPY-Y1 antag	NPY-Y2 PAM-ag	CHOP inh	S1P4 ag	S1P4 antagonist	Ba/F3 V617F tox
O=C(CCc1nnc(C2(c3ccc(Cl)cc3)CCC2)o1)NCCCn1cccn1	-1	5	9	4	-1	-5	-1.0	-14	-6
COCCCN1C(=O)C(O)=C(C(=O)c2ccc(C)o2)C1c1cccc(Br)c1 (stereo not given)	2	-10	32	-2	-3	34	-0.9	-8	-3
COc1ccc(N(C(=O)Cn2nnc(-c3ccc(Cl)cc3)n2)C(C(=O)NCC2CCCO2)c2ccncc2)cc1 (stereo not given)	2	-2	2	-3	1	36	-0.1	5	2
c1ccc(CSc2nnc3ccc(-c4ccncc4)nn23)cc1	3	-3	-7	4	0	20	0.0	-5	4
CN(Cc1ccccc1)c1nc2c(c(=O)[nH]c(=O)n2C)n1Cc1ccccc1Cl	1	-10	-4	7	-11	60	-0.8	0	4
Cc1ccc(C(=O)N2CCN(c3cnn(C)c(=O)c3Cl)CC2)cc1	2	-2	-19	9	-12	-4	-0.6	-17	5
O=C1CC(NC(=O)C(F)(F)F)c2cc3c(cc21)OCO3 (stereo not given)	9	-5	-2	2	-8	3	0.8	-2	1

Structures from the list above with a furan ring, fused or not:
structure	BaF3 parental	p47phox inh	NPY1 pot ag	NPY-Y1 antag	NPY-Y2 PAM-ag	CHOP inh	S1P4 ag	S1P4 antagonist	Ba/F3 V617F tox
COC(CNC(=O)C1CCN(C(=O)c2cc3oc(C)cc3n2Cc2c(F)cccc2Cl)CC1)OC	5	-40	3	-2	-9	20	-0.3	-19	0
Cc1ccc(S(=O)(=O)N2CCN(C(=O)/C=C/c3ccco3)CC2)cc1	7	-5	3	-1	0	5	0.6	-11	0
Cc1sc(NC(=S)NC(=O)c2ccco2)c(C(N)=O)c1C	2	-11	-10	-2	-1	-27	0.9	4	1
O=C(Nc1c(Cl)cc(Cl)cc1-c1nc2ccccc2s1)c1ccc(Br)o1	3	-7	-23	12	-14	10	-0.5	-15	-4
O=C(c1ccco1)N1CCN(C2CCCC2)CC1	4	-10	-9	5	-5	0	-0.8	-25	-1
O=C1NC(=O)/C(=C\c2ccc(Sc3ccc(Cl)cc3)o2)N1	1	-49	7	4	-5	43	1.0	-14	-4
COc1cccc(C(=O)Nc2ccc(NC(=O)c3ccco3)cn2)c1	-2	-15	2	-1	-12	-30	-0.8	11	-1
COCCCN1C(=O)C(O)=C(C(=O)c2ccc(C)o2)C1c1cccc(Br)c1 (stereo not given)	2	-10	32	-2	-3	34	-0.9	-8	-3
